# KAT2A inh – blocks human GCN5L2 histone acetyltransferase. Potency, µM (titrated, usually from 58.9 µM), inactives show top-dose activity change, negative = inhibition, usual class: inhibitors. AID 504327. GCN5L2 HAT assay, ThioGlo1 CoA-SH fluorescence. Q92830. 0.21% of 390,000 active
# Target sequence (Q92830 whole entry, looked up): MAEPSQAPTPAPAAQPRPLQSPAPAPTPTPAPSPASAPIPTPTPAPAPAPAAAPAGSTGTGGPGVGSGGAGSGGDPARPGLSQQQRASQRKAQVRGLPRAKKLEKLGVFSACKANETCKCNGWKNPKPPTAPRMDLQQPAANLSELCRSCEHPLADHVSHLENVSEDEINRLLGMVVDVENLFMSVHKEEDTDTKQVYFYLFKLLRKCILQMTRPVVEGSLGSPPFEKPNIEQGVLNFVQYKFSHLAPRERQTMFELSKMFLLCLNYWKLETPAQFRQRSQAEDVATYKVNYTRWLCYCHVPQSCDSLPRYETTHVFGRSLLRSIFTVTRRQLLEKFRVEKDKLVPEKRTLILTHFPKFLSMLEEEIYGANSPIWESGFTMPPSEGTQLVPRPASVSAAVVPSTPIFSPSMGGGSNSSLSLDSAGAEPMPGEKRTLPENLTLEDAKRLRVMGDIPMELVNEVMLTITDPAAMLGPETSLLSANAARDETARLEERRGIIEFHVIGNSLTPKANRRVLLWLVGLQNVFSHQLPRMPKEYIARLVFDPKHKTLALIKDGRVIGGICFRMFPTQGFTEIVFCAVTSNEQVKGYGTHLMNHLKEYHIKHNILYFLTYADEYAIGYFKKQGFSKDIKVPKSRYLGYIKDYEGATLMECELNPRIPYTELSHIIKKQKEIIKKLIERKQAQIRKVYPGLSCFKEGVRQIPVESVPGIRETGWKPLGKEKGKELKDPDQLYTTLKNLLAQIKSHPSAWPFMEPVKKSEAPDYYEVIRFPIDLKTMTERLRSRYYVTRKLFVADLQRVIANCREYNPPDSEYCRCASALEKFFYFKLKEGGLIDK
#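 ThioGlo1-coupled HAT assay: 20nM GCN5L2, 70uM acetyl-CoA, 75uM H3(1-25) peptide, pH 7.5. Fluorescence read at 340/540nm at start and after 20 min at room temperature.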
# FEN1 inhibitor – human FEN1 inhibition. 0.35% of 390,000 active. Potency, µM (top dose mostly 114 µM), for the others: at the highest dose activity change, negative = inhibition, actives largely listed as inhibitors. P39748. Recombinant FEN1 flap cleavage, fluorescence, 15 min; further: nearly all actives have a fitted effect of over 65% in size
#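 Read-out was taken twice, immediately and after 15 min, following addition of 50 nM substrate to 10 nM FEN1 that had sat with test compound for 15 min at room temperature. Curves came from a four-parameter Hill model.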
# N370S GC – inhibitors or activators of N370S glucocerebrosidase for Gaucher disease; N370S GC spleen homogenate, 4MU-glucoside fluorescence; Potency, µM (highest dose often 59.4 µM), for the others: top-dose activity change, negative = inhibition, usual class: inhibitors; 0.092% of 330,000 active; AID 2101;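 further: 0% = full enzyme activity and -100% = no enzyme basal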
# Numbers without * were called inactive; ? = inconclusive; . = not tested or not shown; & = joins results of further samples; [ ] = dose if it differs, or a comment. The call rests on the fitted dose curve; in most records, active means well fitted curve in the direction sought with a large enough effect; inconclusive means small, poorly fitted or top-dose-only effect, or another doubt; inactive means no such curve, though single readings can be large; an effect the other way counts as inactive or inconclusive. Unless noted, on the % scale 0 is the no-effect control and ±100 the full control effect; potency means the concentration at half of the fitted maximal effect. No enrichment for hits (roughly 0.54% active in at least one column).
# Start of the data: the first 4 records (preview)
SMILES,KAT2A inh,FEN1 inhibitor,N370S GC
O=C(O)/C(=C\c1ccc(Cl)c([N+](=O)[O-])c1)c1ccc(S(=O)(=O)N2CCCCC2)s1,-12%,2%,-8%
Cc1cccc2cc3c(NC(=O)C(C)(C)C)nn(CC(C)C)c3nc12,35%[activator],3%,-9%
CCCCN(C)CCNC(=O)c1cc2c(=O)[nH]c3ccccc3c2n1C,1%,-8%,-29%
O=C(c1ccccc1O)N1N=C(c2ccccc2)CC1(O)C(F)(F)F (stereo not drawn),-11%,-7%,4%

# The listing, repeating the preview:
SMILES,KAT2A inh,FEN1 inhibitor,N370S GC
O=C(O)/C(=C\c1ccc(Cl)c([N+](=O)[O-])c1)c1ccc(S(=O)(=O)N2CCCCC2)s1,-12%,2%,-8%
Cc1cccc2cc3c(NC(=O)C(C)(C)C)nn(CC(C)C)c3nc12,35%[activator],3%,-9%
CCCCN(C)CCNC(=O)c1cc2c(=O)[nH]c3ccccc3c2n1C,1%,-8%,-29%
O=C(c1ccccc1O)N1N=C(c2ccccc2)CC1(O)C(F)(F)F (stereo not drawn),-11%,-7%,4%
Cc1cc(C(=O)COC(=O)c2cccc(O)c2)c(C)n1C1CC1,3%,4%,.
O=C(Nc1cc(Cl)ccc1Cl)c1ccc(-c2ccccc2)cc1,-2%,-1%,-11%
CCCCC(CC(O)COCC(C)C)C(=O)NNC(=S)Nc1ccccc1 (stereo not drawn),-4%,8%,7%
Cc1cc(OCC(O)CN2CCCC2)cc(C)c1Cl (stereo not drawn),-1%,-10%,-2%
COc1ccc(CCNC(=O)c2cc3c(s2)-c2ccccc2OC3)cc1OC,-14%,-15%,.
Cc1nc2cccnc2n1C1CCN(S(=O)(=O)N(C)C)CC1,-5%,26%,.
CC(c1ccccc1)C1CC(=O)N(c2ccccc2)C1=O (stereo not drawn),-5%,-1%,0%
O=C1C=CC(=O)N1c1ccc(O)cc1,?,-33%,-6%
COc1ccc(/C=N\NS(=O)(=O)c2ccc(Br)cc2)cc1COc1ccccc1[N+](=O)[O-],-3%,-5%,19%
O=C(Nc1cnccn1)c1ccc(F)cc1Cl,1%,-5%,-6%
O=C(NCCNc1ccnc2cc(Cl)ccc12)c1ccccc1F,-7%,7%,-3%
COc1ccc(/C=C/c2nc(S(=O)(=O)c3ccccc3)c(N(C)C)o2)cc1,-18%,-24%,-21%
COC(=O)COc1ccc2oc(=O)cc(-c3cc4ccccc4o3)c2c1,-28%,12%,-1%
CCC(CC)NC(=O)c1cccc(Br)c1,-1%,-12%,-2%
COc1ccc(N2CCN(C3=NS(=O)(=O)C(c4cccc(Br)c4)=C3C)CC2)cc1,-6%,13%,.
CC1CCc2sc3ncnc(N4CCN(C)CC4)c3c2C1 (stereo not drawn),1%,0%,-18%
Cc1ccccc1-c1nc(Cc2ccc(Cl)cc2)no1,-10%,0%,2%
C[C@H](NC(=O)c1nc[nH]c1C(=O)NCC(=O)OCc1ccccc1)C(=O)OCc1ccccc1,-12%,?,11%
Cc1ccc(S[C@@H](CCN2CC[C@H](C(C)(C)C)CCC2=O)c2ccccc2)cc1,-1%,-21%&-20%,20%
COc1ccc(N(C(=O)c2cnsn2)C(C(=O)NC2CCCCC2)c2ccncc2)cc1 (stereo not drawn),1%,-2%,-5%
COc1ccc2c(c1)c(C(=O)CN1CCC3(CC1)OCCO3)c(C)n2C,-1%,-20%,-7%
Cc1c(Br)c([N+](=O)[O-])nn1C(C)C(=O)NCc1cccs1 (stereo not drawn),-13%,-1%,-1%
O=C(COC(=O)c1ccc(Cl)cc1)NC(=O)NC1CCCC1,3%,-5%,-22%
O=C(NCC(F)(F)F)c1ccc(S(=O)(=O)Nc2ccccc2N2CCCC2)cc1,2%,4%,.
COc1ccc(C(=O)N2CCC3(CCCN(c4cccc(-c5ccccc5)c4)C3)CC2)cc1,-10%,.,10%
CCCC1=C(C(=O)OCC)C(/C=C/c2ccccc2)n2ncnc2N1 (stereo not drawn),0%,-17%,5%
Cc1cccc(OCCC(=O)OCC(=O)N2CCc3ccccc32)c1,-1%,8%,-2%
COC(=O)c1ccccc1N(C)S(=O)(=O)c1cc2c3c(c1)CCC(=O)N3CCC2,-11%,8%,-12%
Cc1cc(NS(=O)(=O)c2ccc(NC(=O)c3cc4cc(Br)ccc4oc3=O)cc2)no1,-6%,-2%,-4%
CN(C)S(=O)(=O)N1CCN(c2cccc(Cl)c2)CC1,-10%,2%,1%
CCc1ccccc1N(CC(=O)NC(C)C)C(=O)CCC(=O)Nc1nccs1,-4%,3%,-6%
CCOC(=O)[C@H]1[C@H]2COc3ccc(Cl)cc3[C@@H]2N2C(=O)c3ccccc3NC(=O)[C@@]12C,-3%,9%,25%
O=C(Nc1cccc([N+](=O)[O-])c1)C1CCN(C(=O)Cc2ccccc2)CC1,-32%,4%,-3%
COc1ccc(OCC(=O)NNC(=O)C2CCN(c3ncnc4sc(C)c(C)c34)CC2)cc1,-2%,4%,.
Cc1ccn2cc(CNS(=O)(=O)c3ccc(Cl)s3)nc2c1,3%,-4%,5%
COc1ccc(OCCC(=O)OCC(=O)Nc2cccc(S(=O)(=O)N3CCOCC3)c2)cc1,-5%,2%,-10%
CCOC(=O)CNC(=O)N1CCC(CCOc2ccccc2)(C(=O)OCC)CC1,?,3%,-22%
CCC1CCC2(CC1)NC(=O)N(CC(=O)Nc1ccc(OC)c(Cl)c1)C2=O (stereo not drawn),-1%,5%,.
CCOC(=O)c1nc(Nc2cccc(C)c2)c2ccccc2n1,-3%&-12%,-3%&9%,-4%
S=C1NCN(C2CCCCC2)CN1c1ccccc1,-4%,-3%,1%
COc1ccc(CN2CCN(CCCc3ccccc3)C(CCO)C2)c(OC)c1 (stereo not drawn),-8%,18%,-4%

# Whole records from above. Order of values: KAT2A inh | FEN1 inhibitor | N370S GC
# `COC(=O)c1ccccc1N(C)S(=O)(=O)c1cc2c3c(c1)CCC(=O)N3CCC2` across the screens: -11% | 8% | -12%
# `COc1ccc(OCC(=O)NNC(=O)C2CCN(c3ncnc4sc(C)c(C)c34)CC2)cc1` across the screens: -2% | 4% | .
# `O=C(Nc1cccc([N+](=O)[O-])c1)C1CCN(C(=O)Cc2ccccc2)CC1` across the screens: -32% | 4% | -3%
# `CCOC(=O)c1nc(Nc2cccc(C)c2)c2ccccc2n1` across the screens: -3%&-12% | -3%&9% | -4%

# (more compounds)
SMILES,KAT2A inh,FEN1 inhibitor,N370S GC
COC(=O)c1ccccc1CON1C(=O)C(C)(C)N(OCc2ccccc2C(=O)OC)C(=O)C1(C)C,?,-12%,1%
O=C(O)Cn1nc(-c2ccccc2)ccc1=O,-3%,15%,2%
CC(C)c1nc2c(c(=O)c3ccccc3n2C)c(=O)n1-c1ccc(F)cc1,2%,-1%,6%
c1ccc(OCc2nc3ccccc3s2)cc1,-4%,-6%,13%
CCCCOC(=O)Cn1cnc2ccc(Br)cc2c1=O,-12%,1%,21%
O=C(CSc1nc2sc3c(c2c(=O)[nH]1)CCC3)NCCO,0%,-10%,-2%
Cn1nnnc1SCCCNCc1ccc(Cl)cc1,0%,-2%,.
CN(C)c1ccc(/C=N/NC(=S)NCc2ccccc2)cc1,-9%,-5%,3%[12.8 µM]
COC(=O)c1c(-c2ccc(C)cc2)csc1NC(=S)NC(=O)c1ccc(F)cc1,-6%,1%,-7%
COC(=O)CC1C(C(=O)OC)ON2OC(C(=O)OC)C(C(=O)OC)C12 (stereo not drawn),2%,1%,-13%
CCCCn1c(Cc2ccccc2)nnc1SCC(=O)Nc1cc(C)on1,2%,3%,-1%
CSc1nsc(SC)c1CO,-2%,-9%,-27%
CSc1nnc(C)c(=O)n1COC(=O)COc1ccccc1,2%,5%,-3%
COCCn1c(C(C)C)nc2sc3ccccc3c(=O)c2c1=O,-1%,-5%,-21%
COC(=O)c1scc(C)c1N/N=C(\C)c1cc(F)c(Cl)cc1F,-26%,-3%,4%

# Sorted by the number under FEN1 inhibitor (lowest first): 4 from the list above
SMILES,KAT2A inh,FEN1 inhibitor,N370S GC
O=C(CSc1nc2sc3c(c2c(=O)[nH]1)CCC3)NCCO,0%,-10%,-2%
CCCCOC(=O)Cn1cnc2ccc(Br)cc2c1=O,-12%,1%,21%
COc1ccc(OCC(=O)NNC(=O)C2CCN(c3ncnc4sc(C)c(C)c34)CC2)cc1,-2%,4%,.
O=C(O)Cn1nc(-c2ccccc2)ccc1=O,-3%,15%,2%

# The list goes on:
SMILES,KAT2A inh,FEN1 inhibitor,N370S GC
O=C(CNS(=O)(=O)c1ccc(Br)s1)NCc1ccc2c(c1)OCO2,-12%,-9%,-1%
C#CCOCCOCCOCCNc1nc(N2CCN(C(=O)Cn3cc(CCCCN)nn3)CC2)nc(N2CCN(C(=O)[C@H]([C@@H](C)CC)n3cc(CCCN=C(N)N)nn3)CC2)n1,-2%,-4%,-2%
O=C(N/N=C/c1ccco1)C1CC1,1%,0%,2%
COc1ccc(OC)c(NC(=O)CSc2nnc(-c3ccco3)n2-c2ccccc2)c1,-8%,-19%,-1%
COc1ccc(CC(=O)N2CCN(S(=O)(=O)c3cccs3)CC2)cc1OC,-1%,-9%,13%
CCCc1cnc2c(c1SCC(=O)N(C)c1ccccc1)c(=O)n(C)c(=O)n2C,5%,19%,.
O=C(Nc1nc(-c2ccc3c(c2)OCCO3)cs1)C1CCCC1,-9%,-24%,11%
c1cncc(-c2nc3cc4ccccc4cc3[nH]2)c1,-15%,?,-14%
Cc1cc(NC(=O)CSc2nc3c([nH]c4ccccc43)c(=O)n2-c2cccc(C(F)(F)F)c2)no1,-3%,2%,9%
COC(CNc1ncnc2c1cnn2C)OC,-3%,5%,13%
Cc1ccc(NCc2cc3cc4c(cc3n(CC(=O)Nc3ccc(F)cc3F)c2=O)OCCO4)cc1,-21%,-21%,.
O=C1N[C@H](Cc2ccccc2)COC(=O)[C@H](Cc2ccc(F)cc2)CC/C=C/C[C@H]1CC(=O)N(CCO)Cc1ccccc1,-10%,-23%,.
Cc1ccc(NC(=O)CCCn2c(=O)c3cccn3c3cccnc32)cc1C,0%,1%,.
Cc1cc(C)c(C)c(S(=O)(=O)NCCCN2CCCC2=O)c1C,-1%,-1%,-2%
CC[C@@]12C(=O)N(c3cccc(Br)c3)C(=O)N1[C@H](c1ccc(OC)cc1)[C@@H]1C(=O)N(C(C)(C)C)C(=O)[C@@H]12,1%,?,-3%
COc1ccc(C2=NN(CC(=O)Nc3cc(C)ccc3C)C(=O)CC2)cc1,?,-4%,0%
C[C@@H]1CC=C[C@H]2[C@H]1C(=O)N(Cc1ccccc1)[C@H]2c1ccc(Br)cc1F,1%,-18%,22%
Cc1noc(C)c1NC(=O)N(C)C[C@H]1Oc2ccc(NC(=O)CCN3CCOCC3)cc2C(=O)N([C@H](C)CO)C[C@@H]1C,-3%,-2%,.
Cc1c(C(=O)O)oc2c(F)cccc12,-1%,14%,-5%
O=C(CCCn1ncn2c(cc3occc32)c1=O)NCc1ccccc1F,-7%&-3%,22%&-3%,0%
c1ccc2c(NC3=NCCCCS3)cccc2c1,-8%,-1%,-5%
CCOc1cc(-n2cnnn2)c(OCC)cc1NC(=O)c1cnccn1,-14%,9%,-12%
CCOc1cc(C2NC(=O)NC(C)=C2C(=O)OC(C)CC)cc(Br)c1O (stereo not drawn),-6%,11%,-3%
COc1ccccc1NC(=S)NCCc1ccccc1,-6%,3%,3%
CCOc1ccc2ncc(S(=O)(=O)c3ccccc3)c(N3CCC4(CC3)OCCO4)c2c1,-7%,.,3%
CCOC(=O)c1c(NC(=O)C2=C(C)NC(=S)NC2c2ccc(F)cc2)sc(C)c1C (stereo not drawn),-10%,-23%,?
O=C(NCc1ccc2c(c1)OCO2)c1cc(-c2ccccc2Cl)on1,16%,-5%,13%
CN(C)c1cccc(C(=O)NCCCSc2ccccc2)c1,2%,0%,-8%
CCN(CC(=O)Nc1ccccc1OC)C(=O)CN1C(=O)NC2(CCCC2)C1=O,-4%,1%,1%
CNC(=O)c1cc(Cl)c(OC)c(OC)c1,31%[activator],11%,-13%
CCC(CO)Nc1ncnc2onc(-c3ccc(F)cc3)c12 (stereo not drawn),1%,-11%,-4%
O=C1Nc2ccccc2C(O)(C(=O)NCc2ccco2)N1c1ccccc1 (stereo not drawn),-4%,-1%,2%
CC(SCc1cc(=O)n2c([nH]c3ccccc32)c1C#N)C(=O)O (stereo not drawn),-2%,-35%,-3%
Cc1cc2occ(CC(=O)NCc3cccs3)c2cc1C(C)C,-8%,-13%,3%
Cc1nc(N2CCC(C)CC2)c2c(C)c(C(=O)Nc3cccc(C(F)(F)F)c3)sc2n1,-15%,-18%,4%
CCn1c2ccc(C)cc2c2nnc(NN)nc21,3%,-5%,-2%
N=C(N)Sc1nc(N2CCCCC2)nc(N2CCCCC2)n1,-5%,-2%,-2%
COc1cccc(CNC(=O)C2CCC(CNS(=O)(=O)c3cccc4nsnc34)CC2)c1 (stereo not drawn),-11%,19%,-4%
CCc1ccc(NC(=O)c2ccc(C3SCC(=O)N3CCc3ccccc3)cc2)cc1 (stereo not drawn),-9%,11%,15%
CCC(c1nnnn1Cc1ccccc1)N1CCN(c2ccccc2)CC1 (stereo not drawn),-1%,-4%,-7%
Cc1nn(CC(=O)NCc2ccc(OC(C)C)cc2)c(=O)c2cc3occc3n12,-4%,.,0%[12.8 µM]

# Compound activity from PubChem.
